Bioassay records deposited in PubChem BioAssay by several laboratories.
RTF Ca sens act = increases calcium sensitivity of human cardiac regulated thin filaments; P19429+P45379; IANBD-labeled TnC RTF fluorescence at EC20 calcium; 0% EC20 calcium, 100% full calcium; activation, % at 7.2 µM; actives 0.24% (n = 340,000); AID 493008;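 active = activation above the mean over all tested compounds plus 3 SD, cut at about 30% in these data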;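 note: rise in fluorescence read as greater calcium sensitivity of cardiac thin filaments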
HTR5A inv ag = counter-screen for OPRM1-OPRD1 inverse agonists: human HTR5A inverse agonism; P47898; HTR5A cell line, luminescence; inhibition, % at 9.3 µM; actives 0.083% (n = 340,000); AID 504634; in the data active = inhibition mostly above about 23%, no sharp cut-off; inactive = mostly below about 18%;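 note: 0% = cells with DMSO and 100% = no-cell wells with DMSO; some compounds called inactive have numbers as strong as hits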
Target sequence (P47898 whole entry, looked up): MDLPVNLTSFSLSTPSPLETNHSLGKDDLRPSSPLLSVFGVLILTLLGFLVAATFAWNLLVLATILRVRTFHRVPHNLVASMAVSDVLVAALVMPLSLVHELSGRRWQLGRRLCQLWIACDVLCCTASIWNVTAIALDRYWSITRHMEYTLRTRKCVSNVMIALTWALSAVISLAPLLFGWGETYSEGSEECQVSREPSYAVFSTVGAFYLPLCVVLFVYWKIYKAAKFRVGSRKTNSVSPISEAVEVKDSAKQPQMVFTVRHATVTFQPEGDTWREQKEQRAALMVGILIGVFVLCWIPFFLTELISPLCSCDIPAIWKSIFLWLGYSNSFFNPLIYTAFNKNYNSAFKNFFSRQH
CAL PDZ FP = inhibitors of human CAL PDZ peptide binding; Q9HD26; purified CAL PDZ, TMR-peptide fluorescence polarization, 1 h; inhibition, % at 24.9 µM; actives 0.92% (n = 300,000); AID 602252;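 active = mean inhibition of at least 30% with at least half of replicates also reaching 30%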;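 note: 0% = DMSO neutral control and 100% = excess unlabeled competitor peptide PRC23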
RTF Ca sens inh = cardiac RTF calcium desensitization; inhibition, % at 7.15 µM; IANBD-labeled cardiac RTF, Ca2+ fluorescence; actives 0.12% (n = 340,000); P19429+P45379;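 active = inhibition above the mean inhibition of all tested compounds plus 3 SD, cut at about 17% in these data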;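 note: assay run at fixed EC70 calcium of 1.6 mM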
C-LANA FP = blocks KSHV LANA C-terminal domain binding to DNA | actives 0.078% (n = 340,000) | inhibition, % at 9 µM | MBP-C-LANA/FAM-LBS DNA binding, fluorescence polarization;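 active = highest replicate inhibition at or above 60% at 9 µM, even if other replicates fall short; inactive = all replicates below 60% inhibition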;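 note: 0% = neutral control wells and 100% = 4 µM acridine orange control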
OPRM1-OPRD1 inv = inverse agonist of human OPRM1-OPRD1 heterodimerization; actives 0.21% (n = 340,000); P35372+P41143; cell-based MOR-DOR heterodimer luminescence, inverse agonism; inhibition, % at 9.3 µM; AID 504357; in the data active = inhibition above about 22%, passing the limit was not always enough;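 note: 0% = cells with DMSO and 100% = wells without cells with DMSO; values of inactives mirror those of a sister screen read the other way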
V-ATPase pHluor = regulators of yeast V-ATPase proton transport; S. cerevisiae, pHLuorin cytosolic pH fluorescence; response, % at 10 µM; actives 0.37% (n = 350,000); in the data active = response mostly above about 7.3%, no sharp cut-off; inactive = mostly below about 5.4%; note: actives read high; inactives centre near 0; some compounds called inactive have numbers as strong as hits; reference of the scale not given here
Keap1-Nrf2 PPI = inhibitors of human Keap1-Nrf2 protein-protein interaction; Q14145; Keap1 Kelch-Nrf2 peptide fluorescence polarization, 1536-well; inhibition, % at 9.4 µM; actives 0.15% (n = 340,000); AID 504523; in the data active = inhibition above about 12%;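 note: human Keap1 Kelch domain with fluorescein labeled Nrf2 9mer peptide probe; 0% = neutral control wells and 100% = peptide positive control; higher means more block of Keap1 binding to Nrf2 peptide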
Target sequence (Q14145 whole entry, looked up, the tested form may be a part): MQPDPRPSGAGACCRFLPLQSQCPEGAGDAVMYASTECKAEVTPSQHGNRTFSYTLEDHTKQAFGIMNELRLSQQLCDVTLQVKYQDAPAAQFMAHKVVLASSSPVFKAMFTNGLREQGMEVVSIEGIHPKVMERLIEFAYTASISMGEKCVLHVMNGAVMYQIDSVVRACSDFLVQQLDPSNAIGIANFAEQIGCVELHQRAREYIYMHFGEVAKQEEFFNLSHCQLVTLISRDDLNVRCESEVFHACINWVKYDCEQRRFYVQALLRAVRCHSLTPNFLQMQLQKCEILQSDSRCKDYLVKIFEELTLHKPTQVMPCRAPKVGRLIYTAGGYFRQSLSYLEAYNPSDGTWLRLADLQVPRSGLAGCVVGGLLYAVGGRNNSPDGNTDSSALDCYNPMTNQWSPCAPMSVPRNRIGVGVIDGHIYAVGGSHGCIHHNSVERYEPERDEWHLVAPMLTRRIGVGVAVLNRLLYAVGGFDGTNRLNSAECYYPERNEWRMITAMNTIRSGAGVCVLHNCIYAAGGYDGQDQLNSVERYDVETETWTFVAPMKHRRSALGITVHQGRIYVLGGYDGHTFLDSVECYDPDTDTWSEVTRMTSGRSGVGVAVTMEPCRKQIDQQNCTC
HTR5A ag ctr = counter-screen for OPRM1-OPRD1 agonists: human HTR5A agonism. P47898. HTR5A agonist assay, luminescence, cell-based. activation, % at 9.3 µM. actives 0.61% (n = 340,000). AID 504692; in the data active = activation mostly above about 9.5%, no sharp cut-off; inactive = mostly below about 7.6%;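 note: 0% = cells with vehicle only and 100% = reference agonist; strong numbers were not always called active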
OPRM1-OPRD1 ag = agonists of human mu-delta opioid receptor heterodimerization | cells, OPRM1-OPRD1 heterodimerization, luminescence | activation, % at 9.3 µM | actives 0.3% (n = 340,000) | AID 504326; in the data active = activation above about 18%;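 note: 0% = vehicle-treated cells and 100% = reference agonist; values of inactives mirror those of a sister screen read the other way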
Starred values were filed as active, the others as inactive.

For Cc1nn(CC#N)c(=O)n1-c1ccccc1 the results were RTF Ca sens act 6, HTR5A inv ag 30, CAL PDZ FP -1, RTF Ca sens inh -10, C-LANA FP -0.7, OPRM1-OPRD1 inv 0, V-ATPase pHluor 4, Keap1-Nrf2 PPI 3, HTR5A ag ctr -4 and OPRM1-OPRD1 ag 0.0.
COc1cc(/C=C2/C(=O)NN(c3ccc(Cl)cc3)C2=O)cc(Br)c1O was read as RTF Ca sens act 3, HTR5A inv ag -40, RTF Ca sens inh 0, C-LANA FP 12, OPRM1-OPRD1 inv 12, V-ATPase pHluor -1, Keap1-Nrf2 PPI -23, HTR5A ag ctr -3 and OPRM1-OPRD1 ag -2.4.
Screening C=C(C)CSc1nnc(-c2ccccc2)n1N returned RTF Ca sens act 4, HTR5A inv ag 10, CAL PDZ FP -5, RTF Ca sens inh -7, C-LANA FP -0.6, OPRM1-OPRD1 inv -18, V-ATPase pHluor -1, Keap1-Nrf2 PPI -7, HTR5A ag ctr -4 and OPRM1-OPRD1 ag 3.0.
CCOC(=O)c1c(C)c(C(=O)Nc2cc(OC)ccc2OC)c(C)n1CC was read as RTF Ca sens act -1, HTR5A inv ag -8, RTF Ca sens inh -3, C-LANA FP -1.2, OPRM1-OPRD1 inv -23, V-ATPase pHluor 15*, Keap1-Nrf2 PPI -1, HTR5A ag ctr 7 and OPRM1-OPRD1 ag 4.2.
`CC1C(=O)CCN(C(C)C)C1C` (configuration not stated) gave RTF Ca sens act 6, HTR5A inv ag 3, CAL PDZ FP 1, RTF Ca sens inh 9, C-LANA FP -0.2, OPRM1-OPRD1 inv 21, V-ATPase pHluor -1, Keap1-Nrf2 PPI -6, HTR5A ag ctr -1 and OPRM1-OPRD1 ag -3.7.
For C/C=C/C(=O)OCC(=O)Nc1ccc(SC(F)F)cc1 the results were RTF Ca sens act 2, HTR5A inv ag 7, CAL PDZ FP -6, RTF Ca sens inh -5, C-LANA FP -1.1, OPRM1-OPRD1 inv 8, V-ATPase pHluor 2, Keap1-Nrf2 PPI -2, HTR5A ag ctr -2 and OPRM1-OPRD1 ag -1.6.
CC(C(=O)O)n1cc(Cl)cn1 (configuration not stated) was read as CAL PDZ FP 4, C-LANA FP -0.6, V-ATPase pHluor -2 and Keap1-Nrf2 PPI -3.
N#Cc1c(NC(=O)C2CC(c3ccccc3O)=NO2)sc2c1CCC2 (configuration not stated) was read as RTF Ca sens act 8, HTR5A inv ag -11, CAL PDZ FP -3, RTF Ca sens inh -4, C-LANA FP 1.4, OPRM1-OPRD1 inv -2, V-ATPase pHluor 2, Keap1-Nrf2 PPI -2, HTR5A ag ctr 4 and OPRM1-OPRD1 ag 0.3.
Screening CCC(C)Sc1nc2c(c(=O)n1C)SC(C)C2 (configuration not stated) returned RTF Ca sens act -3, HTR5A inv ag -26, RTF Ca sens inh -1, C-LANA FP 0.4, OPRM1-OPRD1 inv 2, V-ATPase pHluor 1, Keap1-Nrf2 PPI 0, HTR5A ag ctr 8 and OPRM1-OPRD1 ag -0.4.
Screening Cc1ccc(NCC(=O)Nc2cccc(S(=O)(=O)N(C)C)c2)cc1S(=O)(=O)N1CCCCCC1 returned RTF Ca sens act 2, HTR5A inv ag 9, CAL PDZ FP -3, RTF Ca sens inh -4, C-LANA FP -0.1, OPRM1-OPRD1 inv -1, V-ATPase pHluor 0, Keap1-Nrf2 PPI 3, HTR5A ag ctr -3 and OPRM1-OPRD1 ag 0.2.
Screening Cc1c(O)ccc(C(=O)CN2C(=O)c3ccccc3C2=O)c1O returned RTF Ca sens act -4, HTR5A inv ag -17, CAL PDZ FP 0, RTF Ca sens inh 10, C-LANA FP 0.0, OPRM1-OPRD1 inv 7, V-ATPase pHluor -4, Keap1-Nrf2 PPI 1, HTR5A ag ctr -2 and OPRM1-OPRD1 ag -1.3.
Screening CC(C)(c1cc(Cl)c(O)c(CN2CCOCC2)c1)c1cc(Cl)c(O)c(CN2CCOCC2)c1 returned RTF Ca sens act -14, HTR5A inv ag 2, CAL PDZ FP -2, RTF Ca sens inh -5, C-LANA FP -1.2, OPRM1-OPRD1 inv -4, V-ATPase pHluor -1, Keap1-Nrf2 PPI 2, HTR5A ag ctr 0 and OPRM1-OPRD1 ag 0.7.
Screening COCCN(C(=S)Nc1cc(C)cc(C)c1)C(C)c1ccco1 (configuration not stated) returned RTF Ca sens act 1, HTR5A inv ag -17, CAL PDZ FP -8, RTF Ca sens inh -6, C-LANA FP -0.5, OPRM1-OPRD1 inv -4, V-ATPase pHluor -3, Keap1-Nrf2 PPI -1, HTR5A ag ctr 6 and OPRM1-OPRD1 ag 0.7.
`O=C(COc1ccccc1)NCCSCc1ccccc1Cl` gave RTF Ca sens act 2, HTR5A inv ag 8, CAL PDZ FP -5, RTF Ca sens inh -4, C-LANA FP 0.1, OPRM1-OPRD1 inv 12, V-ATPase pHluor -2, Keap1-Nrf2 PPI 3, HTR5A ag ctr -1 and OPRM1-OPRD1 ag -2.2.
Screening CCCCCCn1nc(C(=O)Nc2nc3c(s2)CCCC3)c2ccccc2c1=O returned RTF Ca sens act 6, HTR5A inv ag 2, CAL PDZ FP -3, RTF Ca sens inh -9, C-LANA FP 0.5, OPRM1-OPRD1 inv -1, V-ATPase pHluor -1, Keap1-Nrf2 PPI 1, HTR5A ag ctr -1 and OPRM1-OPRD1 ag 0.1.
CCN(CC)S(=O)(=O)c1cccc(C(=O)NNC(=O)C2=NN(c3ccccc3)C(=O)CC2)c1 was read as RTF Ca sens act 8, HTR5A inv ag 5, RTF Ca sens inh -8, C-LANA FP 1.0, OPRM1-OPRD1 inv 15, V-ATPase pHluor 0, Keap1-Nrf2 PPI 5, HTR5A ag ctr -3 and OPRM1-OPRD1 ag -2.9.
`C[n+]1ccn(CC(=O)c2ccc(Cl)cc2)c1` gave RTF Ca sens act 1, HTR5A inv ag -12, CAL PDZ FP -1, RTF Ca sens inh -3, C-LANA FP 0.1, OPRM1-OPRD1 inv 4, V-ATPase pHluor -3, Keap1-Nrf2 PPI 1, HTR5A ag ctr 4 and OPRM1-OPRD1 ag -0.7.
`COc1ccc(N2CCN(C(=O)c3ccc(CNS(=O)(=O)c4cccc(OC)c4)cc3)CC2)cc1` gave RTF Ca sens act -2, HTR5A inv ag 5, CAL PDZ FP -4, RTF Ca sens inh -8, C-LANA FP -0.7, OPRM1-OPRD1 inv 2, V-ATPase pHluor 4, Keap1-Nrf2 PPI 4, HTR5A ag ctr 1 and OPRM1-OPRD1 ag -0.3.
`Cc1cc(C(=O)NC2=NCCS2)cs1` gave RTF Ca sens act 9, HTR5A inv ag -6, CAL PDZ FP 1, RTF Ca sens inh -7, C-LANA FP 0.5, OPRM1-OPRD1 inv 9, V-ATPase pHluor 1, Keap1-Nrf2 PPI -7, HTR5A ag ctr -3 and OPRM1-OPRD1 ag -1.7.
Screening COCc1ccc2oc(C(=O)O)cc2c1 returned RTF Ca sens act -3, HTR5A inv ag 3, CAL PDZ FP -2, RTF Ca sens inh -6, C-LANA FP -0.7, OPRM1-OPRD1 inv -2, V-ATPase pHluor 0, Keap1-Nrf2 PPI -5, HTR5A ag ctr 2 and OPRM1-OPRD1 ag 0.5.

3 entries drawn at random from those above, as already listed:
For C/C=C/C(=O)OCC(=O)Nc1ccc(SC(F)F)cc1 the results were RTF Ca sens act 2, HTR5A inv ag 7, CAL PDZ FP -6, RTF Ca sens inh -5, C-LANA FP -1.1, OPRM1-OPRD1 inv 8, V-ATPase pHluor 2, Keap1-Nrf2 PPI -2, HTR5A ag ctr -2 and OPRM1-OPRD1 ag -1.6.
`COc1ccc(N2CCN(C(=O)c3ccc(CNS(=O)(=O)c4cccc(OC)c4)cc3)CC2)cc1` gave RTF Ca sens act -2, HTR5A inv ag 5, CAL PDZ FP -4, RTF Ca sens inh -8, C-LANA FP -0.7, OPRM1-OPRD1 inv 2, V-ATPase pHluor 4, Keap1-Nrf2 PPI 4, HTR5A ag ctr 1 and OPRM1-OPRD1 ag -0.3.
`Cc1cc(C(=O)NC2=NCCS2)cs1` gave RTF Ca sens act 9, HTR5A inv ag -6, CAL PDZ FP 1, RTF Ca sens inh -7, C-LANA FP 0.5, OPRM1-OPRD1 inv 9, V-ATPase pHluor 1, Keap1-Nrf2 PPI -7, HTR5A ag ctr -3 and OPRM1-OPRD1 ag -1.7.

More structures
Screening CCc1nnc(NC(=O)c2sc3nc4cc(C)ccc4cc3c2N)s1 returned RTF Ca sens act 6, HTR5A inv ag 8, CAL PDZ FP -3, RTF Ca sens inh -17, C-LANA FP 1.3, OPRM1-OPRD1 inv 3, V-ATPase pHluor 1, Keap1-Nrf2 PPI -1, HTR5A ag ctr 2 and OPRM1-OPRD1 ag -0.7.
Screening CC(NCc1cccs1)C(=O)NC1CCCCC1 (configuration not stated) returned RTF Ca sens act 5, HTR5A inv ag 4, CAL PDZ FP 0, RTF Ca sens inh -11, C-LANA FP 0.0, OPRM1-OPRD1 inv -2, V-ATPase pHluor 11, Keap1-Nrf2 PPI 1, HTR5A ag ctr 2 and OPRM1-OPRD1 ag 0.5.
Screening O=C(CCCn1cncn1)N1CCCC(N2CCN(c3ccc(F)cc3)CC2)C1 (configuration not stated) returned RTF Ca sens act -2, HTR5A inv ag -20, CAL PDZ FP -3, RTF Ca sens inh 1, C-LANA FP 0.6, OPRM1-OPRD1 inv 17, V-ATPase pHluor -1, Keap1-Nrf2 PPI -1, HTR5A ag ctr 0 and OPRM1-OPRD1 ag -3.2.
Screening COc1ccc(CCNC(=O)CSc2nnc3ccc(-c4ccccn4)nn23)cc1OC returned RTF Ca sens act -3, HTR5A inv ag 12, RTF Ca sens inh -9, C-LANA FP 0.1, OPRM1-OPRD1 inv 19, V-ATPase pHluor 3, Keap1-Nrf2 PPI 2, HTR5A ag ctr 0 and OPRM1-OPRD1 ag -3.9.
Screening Cc1cc(OCC(=O)Nc2cccc(S(=O)(=O)N3CCCC3)c2)ccc1Cl returned RTF Ca sens act -5, HTR5A inv ag -3, CAL PDZ FP -4, RTF Ca sens inh -1, C-LANA FP 1.9, OPRM1-OPRD1 inv -21, V-ATPase pHluor -4, Keap1-Nrf2 PPI -5, HTR5A ag ctr 2 and OPRM1-OPRD1 ag 3.2.
Screening C=CCC(CC=C)(NC(=O)c1ccccc1C)c1ccccc1 returned RTF Ca sens act 8, HTR5A inv ag -16, CAL PDZ FP -3, RTF Ca sens inh -5, C-LANA FP 3.6, OPRM1-OPRD1 inv 5, V-ATPase pHluor 0, Keap1-Nrf2 PPI -2, HTR5A ag ctr 1 and OPRM1-OPRD1 ag -0.8.
`CCOC(=O)C1C(=O)N(C(=O)c2ccc(OC)cc2)CC1c1ccccc1` (configuration not stated) gave RTF Ca sens act -2, HTR5A inv ag 6, CAL PDZ FP -1, RTF Ca sens inh 0, C-LANA FP 0.4, OPRM1-OPRD1 inv 0, V-ATPase pHluor -2, Keap1-Nrf2 PPI 1, HTR5A ag ctr 0 and OPRM1-OPRD1 ag 0.0.
